OXTR potentiate: potentiates the human oxytocin receptor response; AID 2445; P30559; 320,000 tested, 0.061% active; activation, % at 3 µM; CHO-OTR cells, Fluo-8 calcium fluorescence, potentiator mode; 0% = oxytocin EC15, 100% = EC100;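 active means activation above that plate's cutoff, the mean activation of tested compounds plus 3 SD, cut at about 6.6% in these data, passing the limit was not always enough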;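 further: 100% uses oxytocin at 75 nM as the full agonist control; some results filed as inactive read as strong as hits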
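Assay system: CHO cell line stably expressing human OTR | Also added: Oxytocin at about EC15, sub-maximal agonist stimulus | Times: Compound 6 min at room temperature before oxytocin, 100 s read | Measured by: Fluo-8 intracellular calcium fluorescence, ex 470-495, em 515-575 nm | Controls: EC15 oxytocin alone as 0%, 75 nM oxytocin as 100%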
CHRM1 PAM: potentiates human M1 receptor response to acetylcholine; P11229; CHO-K1 hM1, Fluo-8 calcium fluorescence, ACh EC20; 0% = ACh EC20, 100% = maximal ACh; activation, % at 3 µM; 360,000 tested, 0.088% active; AID 588819; in the data active means activation above about 19%, passing the limit was not always enough
CHRM1 antagonist: antagonists of human M1 muscarinic receptor; P11229; AID 588852; inhibition, % at 3 µM; CHO-K1 hM1, Fluo-8 calcium fluorescence, ACh EC80 antagonist; 360,000 tested, 1.3% active;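 active means percent inhibition above its own plate's cutoff, namely the mean of that plate's compound wells plus 3 SD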;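 further: peak over basal fluorescence ratio during 140 s after agonist addition; 0% = ACh EC80 plus DMSO and 100% = DMSO alone without agonist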
CHRM1 agonist: agonists of human M1 muscarinic receptor; P11229; CHO-K1 hM1, Fluo-8 calcium fluorescence, agonist mode; 0% DMSO, 100% acetylcholine EC100; activation, % at 3 µM; 360,000 tested, 0.33% active; AID 588814;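 active means activation above the run's mean compound activation plus 3 SD, cut at about 16% in these data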;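 further: peak over basal fluorescence ratio within a 140 s kinetic read after compound addition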
OXTR ag: agonists of human oxytocin receptor. CHO-OTR cells, Fluo-8 calcium fluorescence; normalized: DMSO 0%, oxytocin 100%. activation, % at 3 µM. 320,000 tested, 0.32% active. AID 2435;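 active means activation above the mean of all tested compounds plus 3 SD, cutoff set per screening run, cut at about 20% in these data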;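 further: peak over basal fluorescence ratio from a 100 s FLIPR kinetic read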
TAAR1 agonist: agonists of human TAAR1; 360,000 tested, 0.99% active; CHO RD-HGA16 TAAR1, Fluo-8 calcium fluorescence; vehicle wells 0%, saturating PEA agonist 100%; activation, % at 3 µM; AID 624467; Q96RJ0;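 active means activation above the mean activation of all test compounds in the run plus 3 SD, cut at about 38% in these data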
Target sequence (Q96RJ0 whole entry, looked up): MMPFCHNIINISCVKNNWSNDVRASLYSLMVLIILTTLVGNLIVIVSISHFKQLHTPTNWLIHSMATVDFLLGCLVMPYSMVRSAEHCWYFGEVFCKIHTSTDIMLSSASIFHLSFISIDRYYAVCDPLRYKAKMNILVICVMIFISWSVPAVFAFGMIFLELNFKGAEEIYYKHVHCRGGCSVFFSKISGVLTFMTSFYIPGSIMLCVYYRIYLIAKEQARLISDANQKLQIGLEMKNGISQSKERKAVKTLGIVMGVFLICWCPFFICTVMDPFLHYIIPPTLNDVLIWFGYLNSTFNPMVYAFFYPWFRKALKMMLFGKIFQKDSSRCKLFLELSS
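Assay system: CHO-derived RD-HGA16 cells with stable Gα16 and human TAAR1; timing: 17-24 h seeding, 75 min 37 °C dye, 30 min RT; read-out: % activation from peak over basal fluorescence ratio, DMSO-to-PEA scaled; measured by: kinetic Fluo-8 calcium fluorescence; benchmarks: low control DMSO, high control PEA (EC100); doses: 3 µM single concentration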
CHO parental Ca: signal in parental CHO cells, OX1R antagonist counter-screen. parental CHO-K1, ATP-induced calcium, Fluo-8 fluorescence. 330,000 tested, 0.63% active. inhibition, % at 5.6 µM;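 active means inhibition above that plate's mean sample inhibition plus 3 SD, cut at about 26% in these data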;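 further: 0% = ATP-challenged DMSO wells and 100% = DMSO wells without ATP; some compounds past the cut are filed as inactive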
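Test system: untransfected parental CHO cell line. Compound: one dose, 5.6 µM nominal. Detection: intracellular calcium via Fluo-8 no-wash fluorescent dye. Measure: % inhibition. Benchmarks: ATP-challenged DMSO wells low, unchallenged DMSO wells high.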
TAAR1 antag: human TAAR1 antagonism | inhibition, % at 3 µM | 360,000 tested, 1.5% active | CHO RD-HGA16 TAAR1, Fluo-8 calcium fluorescence, antagonist | AID 624466;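 active means inhibition above a per-plate cutoff, the mean inhibition of test compounds on that plate plus 3 SD, cut at about 49% in these data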;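 further: 0% = DMSO plus EC80 beta-PEA response and 100% = DMSO alone without agonist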
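test system = CHO RD-HGA16 cells bearing hTAAR1 | replication = singlicate | controls = DMSO-only wells and EC80 β-PEA-stimulated wells | reagent = EC80 β-phenethylamine stimulus | read-out basis = percent inhibition of PEA-evoked calcium signal, max/basal emission ratio | schedule = seeding 17-24 h prior, 75-min 37 °C, 30-min RT dye loading | signal = kinetic Fluo-8 calcium fluorescence measurement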
V1aR counter: counter-screen for oxytocin receptor agonists: human V1a receptor agonists. 320,000 tested, 0.25% active. AID 2797. activation, % at 3 µM. P37288. CHO-V1R cells, Fluo-8 calcium fluorescence, agonist mode; 0% DMSO, 100% 3 nM vasopressin;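 active means activation above the mean activation of all tested compounds plus 3 SD, per screening run, cut at about 20% in these data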;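 further: signal is peak over basal fluorescence ratio across a 100 second FLIPR read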
Target sequence (P37288 whole entry, looked up): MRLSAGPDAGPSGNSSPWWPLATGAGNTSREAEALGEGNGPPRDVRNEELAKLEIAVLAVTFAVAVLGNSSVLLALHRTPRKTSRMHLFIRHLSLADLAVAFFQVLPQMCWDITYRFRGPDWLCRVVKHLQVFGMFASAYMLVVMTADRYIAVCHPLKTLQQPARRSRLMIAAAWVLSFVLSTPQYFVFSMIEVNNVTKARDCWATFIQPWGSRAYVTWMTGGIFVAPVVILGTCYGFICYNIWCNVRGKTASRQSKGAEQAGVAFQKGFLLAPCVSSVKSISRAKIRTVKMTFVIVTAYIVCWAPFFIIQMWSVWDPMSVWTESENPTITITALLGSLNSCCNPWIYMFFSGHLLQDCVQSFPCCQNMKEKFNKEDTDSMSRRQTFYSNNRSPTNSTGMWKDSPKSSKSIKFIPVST
An asterisk follows results filed as active; . = not tested or not shown. The order is random; overall some 3.7% were active at least once.

SMILES	OXTR potentiate	CHRM1 PAM	CHRM1 antagonist	CHRM1 agonist	OXTR ag	TAAR1 agonist	CHO parental Ca	TAAR1 antag	V1aR counter
O=C(CN(c1ccccc1)S(=O)(=O)c1ccc(F)cc1)N1CCCCCC1	-3.2	-4.0	0.2	-5.7	-0.5	4.1	-18.6	-7.0	-1.3
COc1ccc(NC(=O)Nc2ccc([N+](=O)[O-])cc2)cn1	-16.0	-5.2	22.9	7.9	17.8	13.1	42.6*	1.2	14.2
COC(=O)c1cc(Br)c(=O)n(Cc2ccc3c(c2)OCO3)c1	-6.9	5.9	-0.3	-4.8	-0.8	12.7	-12.4	8.9	0.1
N=c1oc2ccc3ccccc3c2cc1-c1nc(-c2ccccc2)cs1	-4.5	-1.6	-3.7	-2.3	1.4	0.2	-6.7	11.8	0.5
COc1ccc(C(=O)OCn2nnc3ccccc3c2=O)cc1	-0.8	5.4	1.1	-6.1	2.4	3.1	-9.9	16.3	-1.4
CCN(CC)C(=O)c1ccc(O)c(OC)c1	-3.7	2.2	-14.9	-4.2	0.9	3.6	-7.0	-17.3	3.1
COc1ccc(NC(=O)CSc2ccccc2)c(OC)c1	-11.3	12.2	-6.7	-3.9	-2.2	1.2	-18.9	8.2	-0.3
Cc1csc(NC(=O)c2ccc3c(c2)OCO3)n1	-1.2	7.9	-5.8	0.8	2.0	6.7	-14.9	-5.5	1.8
CC1=CC(C)(C)N(C(=O)CCl)c2cc(C)ccc21	-6.8	4.9	-3.9	-6.4	-2.5	0.2	-13.9	-13.1	-1.2
CCCC(C)NC(=O)Cn1c(=O)c2c(ncn2CCC(C)C)n(Cc2ccccc2)c1=O (stereo not drawn)	-1.7	1.4	-2.2	-9.6	-1.1	-4.8	-13.5	1.6	-0.5
O=C(N/N=C/c1ccccc1)c1[nH]ncc1Br	-1.9	9.5	-0.3	-4.3	-0.5	3.7	7.4	1.6	1.0
Cn1c(CN(O)S(=O)(=O)c2ccc(Cl)cc2)nnc1C(F)(F)F	-4.4	5.6	-11.6	-4.5	0.3	0.7	-2.2	-4.9	-0.8
COc1cccc(N2CCN(c3ccc(S(=O)(=O)N4CCN(C)CC4)cc3[N+](=O)[O-])CC2)c1	-7.8	1.0	-14.8	5.0	15.2	11.0	-11.8	9.7	20.5*
COc1ccc2c(CCNC(=O)c3ccc([N+](=O)[O-])cc3)c[nH]c2c1	-5.2	-8.1	6.7	-6.6	0.1	2.1	-5.2	20.5	0.4
O=C(O)COCC(=O)Nc1cc(C(F)(F)F)cc(C(F)(F)F)c1	-9.0	7.0	-9.1	-3.8	-0.7	12.4	-1.1	-22.8	0.1
CC1(OC(=O)C2CCCC2)C(=O)C=C2C=C(c3ccsc3)N(CCCCO)C=C2C1=O (stereo not drawn)	-2.6	-0.1	-6.1	-4.7	0.7	6.3	-13.9	9.8	1.1
CCOc1ccccc1OCCCC(=O)ON=C(N)c1ccccc1	-1.7	-2.9	13.7	-5.5	-1.3	-2.6	-17.9	-8.4	-1.3
Cc1cccnc1Nc1ncnc(N)c1[N+](=O)[O-]	10.9*	8.3	2.2	-5.5	0.8	0.6	1.2	-7.6	0.9
CC(=O)N1CCC(C(=O)Nc2ccc(S(=O)(=O)N3CCCC(C)C3)cc2)CC1 (stereo not drawn)	.	3.1	-1.3	-7.3	.	3.1	.	-30.2	.
O=C(Nc1cc(=O)[nH]c2ncnn12)c1ccccc1F	-1.1	3.7	-20.7	-2.6	-0.1	-1.5	-5.7	9.3	0.2
COC(=O)c1cccc(N2C(=O)C(Cl)=C(N3CCOCC3)C2=O)c1	-5.8	-1.6	15.7	1.5	0.1	14.4	-8.2	5.0	0.2
Cc1cc(C)n(/N=C/c2ccc(C(C)C)cc2)c(=O)c1C#N	-8.3	7.2	-7.5	-7.5	-1.8	10.7	-10.0	30.1	-2.1
COc1cc(CNC(=O)c2nc(Cn3nc(C)c(Br)c3C)no2)cc(OC)c1	-19.1	6.7	-9.8	-7.9	0.9	0.2	-25.1	-14.5	-0.1
CCNc1nc2c(c(=O)n(C)c(=O)n2C)n1Cc1ccc(Cl)cc1	-8.5	-13.5	28.8*	2.0	6.8	5.3	36.3*	8.9	7.3

Compounds listed so far with a CF3 group:
SMILES	OXTR potentiate	CHRM1 PAM	CHRM1 antagonist	CHRM1 agonist	OXTR ag	TAAR1 agonist	CHO parental Ca	TAAR1 antag	V1aR counter
Cn1c(CN(O)S(=O)(=O)c2ccc(Cl)cc2)nnc1C(F)(F)F	-4.4	5.6	-11.6	-4.5	0.3	0.7	-2.2	-4.9	-0.8
O=C(O)COCC(=O)Nc1cc(C(F)(F)F)cc(C(F)(F)F)c1	-9.0	7.0	-9.1	-3.8	-0.7	12.4	-1.1	-22.8	0.1

The results go on.
SMILES	OXTR potentiate	CHRM1 PAM	CHRM1 antagonist	CHRM1 agonist	OXTR ag	TAAR1 agonist	CHO parental Ca	TAAR1 antag	V1aR counter
O=C(NN=C1CCCC1)c1ccccc1O	-3.5	-4.0	0.8	0.1	-0.3	3.9	-5.5	11.4	3.4
COc1ccc(/C=N/c2nc3ccccc3n2C)cc1OC	3.1	6.0	-16.8	-3.1	0.9	1.9	-1.7	-7.8	0.6
CCN1C(=NCCOC)N[C@@H](CCc2ccccc2)[C@H](C(=O)OC)[C@H]1C	-4.1	0.1	3.7	-8.4	0.9	12.1	3.9	0.0	-1.1
Cc1cc(C)cc(NC(=O)CSc2nc3c(c(=O)n2C)SC(C)C3)c1 (stereo not drawn)	0.2	3.7	-12.3	0.8	-1.2	0.1	-14.5	-17.4	-0.1
CC1(C(=O)Nc2ccccc2)Cc2c(-c3cccc(C(N)=O)c3)ccnc2O1 (stereo not drawn)	.	4.6	-6.2	-2.1	.	0.9	.	-24.8	.
COc1ccc(C2CC(c3cccc(C)c3)n3nc(N)nc3N2)cc1 (stereo not drawn)	-2.5	9.3	-12.9	0.7	2.8	2.4	-8.8	8.9	0.7
COc1ccc(S(=O)(=O)N2CCOCC2)cc1NC(=O)CN1CCCCCC1	-1.3	2.9	-4.8	-7.8	0.3	6.3	1.6	-15.6	-0.7
CC(C)c1nc2sc3c(NCc4ccco4)ncnc3c2c2c1COC(C)(C)C2	-4.8	3.4	-4.3	-5.3	-2.3	-0.2	-40.5	-7.9	-0.7
Cc1cc(C)nc(/N=C(\N)Nc2ccc(CC(=O)OC(C)C)cc2)n1	-22.8	-29.6	58.9*	15.4	26.4*	108.6*	40.7*	100.8*	17.8
COc1cccc(NC(=O)c2nn(C)c(C(=O)Nc3cccc(OC)c3)c2[N+](=O)[O-])c1	-4.7	4.2	-4.3	3.6	12.9	14.2	-7.4	18.1	8.5
COc1ccc(C(CNC(=O)c2cc(S(=O)(=O)N3CCCC3)ccc2Cl)N2CCCC2)cc1 (stereo not drawn)	-5.0	19.0	-9.4	-8.2	-0.9	10.9	-11.4	-31.7	0.0
COc1cc(CN2CCC(Cc3ccccc3)CC2)cc([N+](=O)[O-])c1O	-13.8	2.3	-6.3	-4.9	-0.4	2.9	-11.0	-16.5	0.7
CCOc1cc(/C=N/NC(=O)c2nn(C)cc2Br)ccc1OCc1ccccc1Cl	0.8	-0.9	-7.9	-3.1	-0.6	0.7	-14.7	36.9	-0.2
CCOc1ccc(C(=O)Cn2cnc3ccccc3c2=O)cc1	-5.2	-11.6	28.5*	-8.1	0.1	-0.3	-1.1	4.5	0.2
COCCCn1c(-c2ccco2)nc2ccccc2c1=O	-11.2	9.4	-15.7	-2.3	-0.8	3.7	-10.2	2.4	0.5
CCOC(=O)[C@H]1[C@H]2COc3cc(OC)ccc3[C@@H]2N2C(=O)N(c3ccc(Cl)cc3)C(=O)[C@@]12C	-1.8	1.9	-14.2	-2.8	-1.3	.	-27.0	.	0.8
O=S1(=O)NC(=NCC(c2ccco2)N2CCCCC2)c2ccccc21 (stereo not drawn)	3.5	-24.3	57.2*	-8.0	0.2	2.0	-16.3	-28.2	0.1
O=C(/C=C/c1ccccc1)c1c[nH]c2ccccc12	-5.0	14.3	-21.7	-3.5	-0.5	2.0	3.6	18.2	-1.8
Cc1ccc(CNC(=O)c2cc(-c3cc(C)cc(C)c3O)n[nH]2)cc1	-7.3	7.7	-11.7	-2.6	-1.5	3.6	-3.9	8.8	0.1
CC(=O)CSc1ncnc2sc3c(c12)CCC3	5.3	6.1	-5.5	-6.7	-1.6	3.3	-6.8	-30.3	-0.7
CCN(CC)c1ncnc2c1ncn2[C@H]1CN(Cc2ccc(F)cc2)C[C@@H](CO)O1	.	-5.4	9.3	-1.7	.	5.5	.	-25.3	.
COc1ccc2oc(C(=O)OCC(=O)N(Cc3ccccc3)C(C)(C)C)c(C)c2c1	-12.1	3.6	-4.6	-3.2	-0.5	-0.3	-16.4	-15.7	-0.6
COc1cccc(NC(=O)C(Sc2nc3ccccc3c(=O)n2CC(C)C)c2ccccc2)c1 (stereo not drawn)	-1.1	-5.7	14.7	-5.1	0.6	-0.1	-8.6	21.9	0.0
O=C(NCC1CCCO1)C1CC(=O)N(C2CCCCCC2)C1 (stereo not drawn)	-8.6	12.7	-21.2	-4.3	0.7	8.5	-10.9	7.0	-0.3
CC(C)Oc1ccc(CC2CC(=O)NC2=O)cc1 (stereo not drawn)	-6.8	0.7	5.9	-3.4	-0.5	0.7	-1.8	-8.1	-1.0
CNc1snc(C)c1C(=O)OC(C)C(=O)Nc1cccc(OC)c1 (stereo not drawn)	-11.4	10.1	-11.5	2.4	7.1	2.2	-14.0	6.4	5.3
COCCNC(=O)CSc1ccccc1C(=O)NC1CCSc2ccccc21 (stereo not drawn)	-12.5	5.3	-2.7	-8.1	18.8	2.9	-12.8	16.9	3.1

Part of the list above in a different format.
SMILES,OXTR potentiate,CHRM1 PAM,CHRM1 antagonist,CHRM1 agonist,OXTR ag,TAAR1 agonist,CHO parental Ca,TAAR1 antag,V1aR counter
COCCCn1c(-c2ccco2)nc2ccccc2c1=O,-11.2,9.4,-15.7,-2.3,-0.8,3.7,-10.2,2.4,0.5
CCOC(=O)[C@H]1[C@H]2COc3cc(OC)ccc3[C@@H]2N2C(=O)N(c3ccc(Cl)cc3)C(=O)[C@@]12C,-1.8,1.9,-14.2,-2.8,-1.3,.,-27.0,.,0.8
O=S1(=O)NC(=NCC(c2ccco2)N2CCCCC2)c2ccccc21 (stereo not drawn),3.5,-24.3,57.2*,-8.0,0.2,2.0,-16.3,-28.2,0.1
O=C(/C=C/c1ccccc1)c1c[nH]c2ccccc12,-5.0,14.3,-21.7,-3.5,-0.5,2.0,3.6,18.2,-1.8

Source: PubChem (The Scripps Research Institute Molecular Screening Center)
